Source: PubChem BioAssay (several laboratories)
LAP4 TOR yeast: alters LAP4-GFP fluorescence in TOR pathway yeast screen | S. cerevisiae LAP4-GFP multiplex, flow cytometry GFP, 3 h; median GFP as percent of DMSO wells | GFP response vs DMSO, % at 10 µM | 320,000 compounds, 0.34% hits | AID 2023;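 active = GFP response vs DMSO above a set limit, about the screen mean plus 3 SD, cut at about 150% in these data; inconclusive = under 70 cell events counted for the yeast strain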
Efflux pump inh: inhibitors of Candida antifungal efflux pumps expressed in yeast; S. cerevisiae Candida pump triplex, Nile Red efflux; AID 485275; 330,000 compounds, 0.44% hits; inhibition, % at 10 µM;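 active = plate passing quality check with inhibition over a set limit, or well fluorescence over plate mean plus 4 SD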;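 note: Nile Red retained in pooled yeast measured as flow cytometry median fluorescence; 0% = buffer negative control and 100% = Enniatin B positive control; higher means more Nile Red kept so more efflux inhibition; some compounds called inactive have numbers as strong as hits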
Yeast superoxide: lowers age-related superoxide in aged yeast cells; S. cerevisiae aged cells, superoxide DHE fluorescence; active compounds read low; superoxide response (% of plate mean), % at 10 µM; 330,000 compounds, 0.18% hits; AID 2690;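 active = superoxide response under a set limit, about three screen SD below normal, cut at about 65% in these data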;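 note: yeast aged for seven days with compound at 30 °C before DHE staining; 100% = average MFI of all compound-treated wells on the plate with controls excluded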
RPL19A TOR yeast: alters RPL19A-GFP fluorescence in TOR pathway yeast screen. S. cerevisiae RPL19A-GFP strain, flow cytometry, 3 h; active compounds read low. percent response vs DMSO, % at 10 µM. 330,000 compounds, 0.3% hits;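 active = percent response vs DMSO below 50%; inconclusive = fewer than 70 events counted for the yeast strain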;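 note: median channel GFP fluorescence of the barcoded RPL19A-GFP strain; ratio of sample median GFP to plate DMSO average so 100% = DMSO; lower means less RPL19A-GFP as with rapamycin TOR inhibition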
AGP1-GFP MLPCN: modulators of TOR pathway AGP1-GFP in S. cerevisiae. 320,000 compounds, 0.02% hits. S. cerevisiae AGP1-GFP multiplex flow cytometry, 3 h; GFP as percent of DMSO wells. GFP response vs DMSO, % at 10 µM;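 active = GFP response relative to DMSO above a set limit, near screen average plus 3 SD, cut at about 150% in these data; inconclusive = fewer than 70 cells counted for the yeast strain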;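 note: median GFP channel fluorescence of the gated AGP1 strain per well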
CIT2-GFP yeast: yeast TOR pathway CIT2-GFP modulation. GFP response vs DMSO, % at 10 µM. 320,000 compounds, 0.065% hits. S. cerevisiae CIT2-GFP strain, flow cytometry, 3 h; 100 means same as DMSO wells;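 active = GFP response relative to DMSO above a set limit, near the screen mean plus 3 SD, cut at about 150% in these data; inconclusive = Fewer than 70 cells measured for a yeast strain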;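 note: ratio of well median GFP fluorescence to mean of DMSO wells on the plate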
MEP2 TOR yeast: modulators of TOR pathway MEP2-GFP in S. cerevisiae. S. cerevisiae MEP2-GFP strain, flow cytometry GFP, 3 h; 100% = DMSO control level. 330,000 compounds, 0.51% hits. GFP response vs DMSO, % at 10 µM;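 active = GFP response versus DMSO above a set limit, roughly screen mean plus 3 SD, cut at about 180% in these data; inconclusive = fewer than 70 cells counted for a yeast strain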;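 note: median GFP fluorescence of the barcode-gated MEP2-GFP cells per well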
AHR activator: activates the human aryl hydrocarbon receptor | AHR-responsive luciferase reporter cells, luminescence | 320,000 compounds, 2.5% hits | P35869 | activation, % at 5 µM; in the data active = activation above about 47%;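 note: 0% = vehicle wells and 100% = reference agonist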
Target sequence (P35869 whole entry, looked up): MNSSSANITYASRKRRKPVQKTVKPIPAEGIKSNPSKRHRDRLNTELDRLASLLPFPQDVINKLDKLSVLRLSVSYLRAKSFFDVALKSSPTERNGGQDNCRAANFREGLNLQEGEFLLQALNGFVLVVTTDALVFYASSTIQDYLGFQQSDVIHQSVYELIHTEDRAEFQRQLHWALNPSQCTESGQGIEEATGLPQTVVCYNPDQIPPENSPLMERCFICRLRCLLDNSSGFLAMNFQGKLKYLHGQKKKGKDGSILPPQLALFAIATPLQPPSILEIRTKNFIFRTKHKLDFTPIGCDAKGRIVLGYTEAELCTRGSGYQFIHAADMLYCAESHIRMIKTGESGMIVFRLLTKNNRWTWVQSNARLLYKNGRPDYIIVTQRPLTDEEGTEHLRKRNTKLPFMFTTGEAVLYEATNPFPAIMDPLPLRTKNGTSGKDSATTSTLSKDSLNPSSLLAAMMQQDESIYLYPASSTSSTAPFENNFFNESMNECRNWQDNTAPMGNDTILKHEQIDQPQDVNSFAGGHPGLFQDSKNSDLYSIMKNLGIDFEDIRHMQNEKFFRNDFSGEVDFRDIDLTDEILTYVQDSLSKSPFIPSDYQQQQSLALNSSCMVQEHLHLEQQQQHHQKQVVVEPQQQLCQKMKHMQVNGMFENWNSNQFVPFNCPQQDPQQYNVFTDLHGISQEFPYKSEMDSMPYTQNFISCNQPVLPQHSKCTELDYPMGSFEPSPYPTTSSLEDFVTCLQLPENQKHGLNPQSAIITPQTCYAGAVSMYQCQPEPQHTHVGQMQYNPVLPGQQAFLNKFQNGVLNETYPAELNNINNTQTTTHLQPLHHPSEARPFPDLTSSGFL
The depositor's hits bear a star; ? = inconclusive; . = no result given; [ ] = another dose, or the depositor's remark.

SMILES	LAP4 TOR yeast	Efflux pump inh	Yeast superoxide	RPL19A TOR yeast	AGP1-GFP MLPCN	CIT2-GFP yeast	MEP2 TOR yeast	AHR activator
Cc1ccc(C(C(=O)NCc2ccco2)N(CC2CCCO2)C(=O)Cn2nnc3ccccc32)cc1 (configuration not stated)	100	0.1	99	101	106	97	103	0
O=C(Nc1ccc2nc3n(c(=O)c2c1)CCCC3)c1cc([N+](=O)[O-])ccc1F	94	1.0	113	104	102	93	88	-4
Cc1ccc(-n2nnnc2SC(C)C(=O)Nc2ccc(Cl)cn2)cc1 (configuration not stated)	108	-0.1	111	96	101	88	107	3
O=c1[nH]cnc2c1c(-c1ccccc1)cn2-c1ccccc1	76	0.4	155	102	93	114	104	9
CCc1cccc(CC)c1NC(=S)NCCc1c(C)[nH]c2ccccc12	106	0.2	91	105	111	102	105	7
Cc1n[nH]c(C)c1SCC(=O)Nc1ccc(F)cc1	100	-0.2	96	100	100	101	100	1
O=C(COC(=O)c1cc(F)c(F)cc1Cl)NC1CC1	95	-0.1	76	103	99	106	102	4
c1ccc2[nH]c(CCCc3nc4ccccc4[nH]3)nc2c1	94	-0.2	99	104	104	107	107	0
O=C(N=C1SC2CS(=O)(=O)CC2N1c1ccc(Br)cc1)C1CCCO1 (configuration not stated)	87	0.0	97	92	16	99	95	0
COC(=O)Cc1ccc(OC(=O)C2CCN(S(=O)(=O)c3ccc(OC)c(OC)c3)CC2)cc1	93	0.5	110	91	92	87	92	-1
COc1ccc(N(C)C(=O)c2cn(C)c(=O)c3cc(OC)c(OC)cc23)cc1	104	0.1	101	97	98	94	97	4
Cc1nn(CCOc2ccc(Br)cc2)c(C)c1[N+](=O)[O-]	102	0.0	108	99	102	98	98	-5
Cc1nn(-c2ccccc2)c2nc3c(cc12)C(=O)CCC3	92	0.3	92	98	86	97	107	55*
Cc1cccnc1NC(=O)C1CC(=O)N(c2ccc3c(c2)OCCO3)C1 (configuration not stated)	106	0.1	110	93	97	88	89	-1
CN1CCC(=NNC(=O)CN(c2ccc(Oc3ccccc3)cc2)S(C)(=O)=O)CC1	104	0.0	101	97	97	104	117	16
O=C(OCCCOC(=O)c1ccccc1O)c1ccccc1O	85	0.1	96	103	94	94	100	0
CCCNc1ccc(S(=O)(=O)N(CC)CC)cn1	94	0.6	108	102	102	103	102	-2
Nc1cc(=O)n(Cc2ccccc2)c(=O)n1-c1ccc(F)cc1	107	0.1	108	98	106	98	102	-1
CCOC(=O)c1c(S(=O)(=O)N2CCN(c3ccc(F)cc3)CC2)c(C)n(C)c1C	99	0.0	87	102	105	108	107	1
C=CCOc1nc2c(c(=O)n(C)c(=O)n2C)n1Cc1ccc(Cl)cc1Cl	100	0.1	117	.	95	95	100	0
O=C(Nc1ccc(C(=O)O)cc1)/C(=C\c1ccccc1)NC(=O)c1ccco1	89	0.0	102	102	101	109	101	-1
CSc1nc2ccc(NS(=O)(=O)c3ccc([N+](=O)[O-])cc3)cc2s1	101	0.1	89	89	102	93	90	0
COc1cccc(CNC(=O)CCn2ccc3cc(S(=O)(=O)N4CCCC4)ccc32)c1	96	0.4	82	97	103	107	100	3
CCCN(CC(=O)Nc1ccccc1C)C(=O)CSc1ccccc1C	104	0.1	79	95	98	91	102	0
CN(C)/C=C/C(=O)c1cnc2sccn2c1=O	93	-0.1	96	92	92	91	93	8
Cc1ccc(CCNC(=O)C2CCC(=O)N2C(C)C)cc1 (configuration not stated)	86[may fluoresce red and violet]	-0.1	98	?	82[may fluoresce red and violet]	?	74[may fluoresce red and violet]	-4
O=C(NCC1CCCO1)c1ccc2c(c1)N(Cc1ccccc1)C(=O)CS2=O (configuration not stated)	106	-0.1	88	98	105	94	102	-3
CCNS(=O)(=O)c1cc(S(C)(=O)=O)ccc1Cl	99	-0.1	95	93	94	104	107	-1
O=C1CNC(=S)N1Cc1ccc(F)cc1	113[may fluoresce violet]	-0.1	111	45*[may fluoresce violet]	?	?	359*[may fluoresce violet]	0
CCCc1ccc(OCc2ccccc2)c2c(=O)cc(C(=O)OCC)oc12	99	0.1	92	102	103	89	100	5
COc1ccc2sc(-c3ccccc3OC)c(C#Cc3cncn3C)c2c1	116	0.5	102	95	91	79	96	48*
CC(NC(=O)Cn1ncc(Cl)c(Cl)c1=O)C12CC3CC(CC(C3)C1)C2 (configuration not stated)	94	1.2	103	92	92	90	97	3
Cc1ccc(-n2c(-c3ccco3)nc3c(cnn3-c3ccccc3C)c2=O)cc1	94	0.2	101	106	103	85	93	5
COc1cccc(C(=O)NCCNC(=O)c2ccc(C)nc2)c1	100	0.3	102	102	101	100	103	0
CC(C)NC(=O)Nc1cccc2c1O[C@H](CN(C)C(=O)NC1CCCCC1)[C@@H](C)CN([C@H](C)CO)C2=O	83	0.0	97	92	91	88	97	1
CCc1c(C)nc(SCC(=O)NNC(=O)Cc2ccc(OC)cc2)[nH]c1=O	105	-0.2	101	99	101	104	101	0
COc1ccc(/C=C/C(=O)NC(=S)NNC(=O)c2c(-c3ccccc3)noc2C)cc1	96	-0.1	110	103	104	94	100	9
CCOCCn1c(CN2CCCC(C)C2)nc2c1c(=O)n(C)c(=O)n2C (configuration not stated)	107	-0.2	87	103	103	104	104	4
Cc1nnc2n(c1=O)C(CS(=O)(=O)c1ccccc1)CS2 (configuration not stated)	109	0.0	76	104	107	109	102	0
Cc1cc(NCc2cccnc2)no1	108	0.0	103	94	103	95	96	-2
O=C(Cn1cnc2c(cnn2-c2ccccc2)c1=O)N1CCCc2ccccc21	.	0.2	111	92	95	88	93	7
COc1cc(/C=C2/S/C(=N/S(=O)(=O)Cc3ccccc3)NC2=O)c([N+](=O)[O-])cc1OC	108	0.1	116	99	100	100	101	4
CC(Nc1nc2ccccc2n2cnnc12)c1ccccc1 (configuration not stated)	100	0.1	110	92	97	93	92	7
O=C(Nc1ccc(-c2n[nH]c(=S)o2)cc1)c1ccccc1Br	91	0.0	99	101	93	101	104	-1
COC(=O)C1=C(C)NC(=S)NC1c1ccc(-c2cc(Cl)ccc2Cl)o1 (configuration not stated)	94	0.1	103	111	98	103	104	7
CCOc1ccccc1Oc1coc2cc(O)ccc2c1=O	100	0.1	105	106	99	92	98	0
CCC(=O)N1CCc2cc(-c3csc(NC(=O)c4ccco4)n3)ccc21	85	-0.1	116	91	85	85	78	-6
COC(CNC(=O)c1ccc2c(=O)n(Cc3ccc4c(c3)OCO4)c(=S)[nH]c2c1)OC	105	0.2	96	101	93	94	109	.
CN(C)[C@H]1N(C(=O)c2ccc(Br)cc2)N=C2c3ccccc3S(=O)(=O)N21	104	-0.2	76	94	94	99	104	1
CC1CC(=O)Nc2ccccc2N1S(=O)(=O)c1cccc(Cl)c1 (configuration not stated)	99	0.3	116	101	100	101	96	21
CC(NC(=O)[C@@H](NC(=O)[C@@H]1Cc2ccccc2CN1)C(C)C)c1ccccc1 (some centres not stated)	96	0.0	114	105	105	107	94	2
Cc1cc(C)nc(SCc2n[nH]c(=S)n2C)n1	106	-0.3	97	101	101	97	98	4
C=C(C)CN1C(=O)C(=O)N(CC(=C)C)C1=O	100	-0.1	113	103	107	111	98	-2
CCCCC1=CC2=CC(=O)C(C)(OC(=O)c3ccc(Cl)nc3)C(=O)C2=CO1 (configuration not stated)	122	0.0	94	99	76	64	93	3
COc1ccc(CC(=O)OCC(=O)Nc2cccc(Cl)c2)cc1	100	0.0	101	102	101	91	105	1
CC12CN3CCN(CC(C3)C1(O)CN1CCCCC1)C2 (configuration not stated)	103	-0.2	100	103	111	115	108	-2
O=c1[nH]n(-c2ncnc3c2cnn3-c2ccccc2)c(=O)c2ccccc12	100	0.0	103	93	105	98	112	18
Cn1c(SCC(=O)Nc2ccccc2F)nnc1-c1ccc(S(=O)(=O)N2CCOCC2)cc1	95	-0.1	100	96	102	93	95	-1
O=c1c2c3c(sc2nc(NCCO)n1CCc1ccccc1)CCCCC3	88	0.0	89	103	93	102	99	11
O=C(O)CCCCCN1C(=O)/C(=C\c2ccncc2)SC1=S	110	0.1	92	109	100	93	102	-3
More entries follow:
SMILES	LAP4 TOR yeast	Efflux pump inh	Yeast superoxide	RPL19A TOR yeast	AGP1-GFP MLPCN	CIT2-GFP yeast	MEP2 TOR yeast	AHR activator
COc1ccc(NS(=O)(=O)c2ccc(NC(C)=O)cc2)nn1	107	0.0	99	98	104	96	105	15
N#CCC(=O)N1CCN(Cc2ccc3c(c2)OCO3)CC1	108	-0.1	83	100	112	104	103	0
O=C1CCCN2N=C(SCC(=O)Nc3cccc(F)c3)SC2=N1	107	0.0	106	102	103	102	101	0
O=C(COc1ccccc1)NC1CCCN(Cc2ccccc2F)C1 (configuration not stated)	94	0.2	82	101	98	101	105	3
Cc1ccc2c(c1)N(CC(=O)N1CCc3ccccc3C1)C(=O)CO2	115	-0.3	119	108	109	106	107	0
CC(C)C[C@H](N)C(=O)N1CCC(C(=O)N[C@H](C(=O)NC(C)c2ccccc2)C(C)C)CC1 (some centres not stated)	77[may fluoresce violet]	0.5	137	15*[may fluoresce violet]	?	?	247*[may fluoresce violet]	1
CCOC(=O)N1CCC(NC(=O)C(C)n2c3ccccc3c3cnn(C)c(=O)c32)CC1 (configuration not stated)	104	0.1	107	98	102	101	101	5
Cc1cc(SCC(=O)N(C)c2c(N)n(Cc3ccccc3)c(=O)[nH]c2=O)nc2ccccc12	99	0.2	115	93	93	89	92	3
CCOC(=O)C1=C(COC(=O)c2cccc(Br)c2)NC(=O)NC1C (configuration not stated)	120	0.0	88	92	107	98	96	0
O=C(Nc1cccc(Cl)c1)N(Cc1nc2ccccc2c(=O)[nH]1)Cc1cccs1	102	-0.1	87	100	101	97	100	2
NC(=O)c1ccsc1NC(=O)CSc1nc2ccccc2c(=O)n1CCCO	104	0.0	83	100	101	102	102	11
O=C1CC(N2CCN(c3ccccc3)CC2)C(=O)N1c1ccc2c(c1)OCO2 (configuration not stated)	94	-0.1	87	89	91	96	90	0
CC(=O)c1ccc(NC(=S)NCc2ccc(Cl)cc2Cl)cc1	95	0.0	108	107	92	78	111	4
CSCCC(NC(=O)c1ccc(Cl)cc1Cl)C(=O)N1CC(C)OC(C)C1 (configuration not stated)	89	0.2	110	87	89	85	89	-1
c1ccc2c(C[C@@H]3CNCCN3CC3CCCCC3)cccc2c1	122	0.0	95	92	79	88	86	3
COc1cc(OC)c(OC)cc1/C=C1\CC(C)C/C(=C\c2cc(OC)c(OC)cc2OC)C1=O (configuration not stated)	105	0.2	94	112	107	110	114	7
Cc1ccccc1OCC(=O)Nc1cc(S(=O)(=O)N2CCCCC2)ccc1N1CCN(C)CC1	115	0.2	97	97	100	91	102	-2
CCN(C[C@H]1N[C@@](Cc2ccccc2)(C(=O)OC)[C@H]2C(=O)N(C)C(=O)[C@@H]12)C(C)=O	105	0.6	111	110	108	96	106	-1
OCC1C2c3ccccc3C(c3ccccc32)C1CO (configuration not stated)	103	0.3	98	95	95	90	98	6
CSCC[C@H](NC(=O)[C@H](Cc1ccccc1)n1c(=O)[nH]c2ccccc2c1=O)C(=O)NCC1CCC(C(=O)O)CC1 (some centres not stated)	101	-0.2	89	94	101	98	102	1
Cn1c(SCC(=O)Nc2ccc(C(=O)O)cc2)nc2scc(-c3ccccc3Cl)c2c1=O	104	-0.4	111	103	101	110	108	-1
